Bioassay records as filed in PubChem BioAssay.
XiGFP reactiv – activators of inactive X chromosome reactivation, primary screen, imaging, XiGFP fibroblasts, GFP high-content imaging, set 2; 360,000 tested, 0.055% active; activation, % at 7.58 µM; XiGFP mouse fibroblasts, % GFP-positive cells imaging, 3 d; cells co-treated with 5-aza-dC sensitizer; scaled so ellipticine positive control = 100%;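 active means mean normalized replicate activation at least 10% and every replicate at or above 10%; inconclusive means only one of the two criteria met; inactive means mean below 10% and not all replicates reach 10%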;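 further: 0% = median of on-plate neutral control wells and 100% = ellipticine 6 µM median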
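Material: SV40-immortalized XiGFP fibroblast cells, line 68-5-11 | Buffer or medium: DMEM containing 5-aza-dC | Dosing: One concentration, pinned | Times: 3 d treatment, 15 min room-temperature fixation | Controls: Ellipticine 6 µM positive control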
CFTR F508del cor – F508del CFTR correction, initial screen, CFBE line, single point; 350,000 tested, 0.36% active; CFBE cells, YFP halide quenching; stimulated with forskolin plus potentiator P3; % fluorescence drop versus neutral controls; AID 720511, 2013; activity (quench increase), % at 7.58 µM;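 active means mean added fluorescence quench of at least 8% versus neutral control, with both replicates also reaching 8%; inconclusive means only one of the mean or replicate conditions met; inactive means mean below 8% and not both replicates reaching 8%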;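 further: cells transiently co-express mutant CFTR-F508del with the halide-sensitive YFP; corrector assay measuring rescue of mutant channel to the surface after 24 h compound exposure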
ERp5 block – inhibitors of ERp5-driven insulin aggregation, primary screen, biochemical, turbidity, absorbance 650 nm, single point; 90 min; inhibition, % at 9.99 µM; 350,000 tested, 0.05% active; AID 651711, 2012;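 active means mean replicate inhibition above about 25%, with every replicate also reaching it, limit read from the data, passing the limit was not always enough; inconclusive means only one of those two criteria met; inactive means neither criterion met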
Target sequence (Q15084 whole entry, looked up): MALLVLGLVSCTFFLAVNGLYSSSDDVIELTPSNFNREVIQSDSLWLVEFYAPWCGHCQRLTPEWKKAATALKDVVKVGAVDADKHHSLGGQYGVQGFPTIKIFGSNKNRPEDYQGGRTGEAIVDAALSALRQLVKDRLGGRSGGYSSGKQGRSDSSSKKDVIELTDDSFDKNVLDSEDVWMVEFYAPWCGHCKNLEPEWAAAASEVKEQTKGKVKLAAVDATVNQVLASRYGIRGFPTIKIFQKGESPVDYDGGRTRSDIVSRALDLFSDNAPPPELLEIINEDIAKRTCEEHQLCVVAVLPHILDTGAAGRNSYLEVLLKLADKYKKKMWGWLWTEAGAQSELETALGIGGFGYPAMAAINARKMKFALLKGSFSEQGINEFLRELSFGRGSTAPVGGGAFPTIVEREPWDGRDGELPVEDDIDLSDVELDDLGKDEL
EWS-Fli inh – EWS/Fli-driven NR0B1 reporter inhibitors, primary screen, A673 cells, NR0B1 luciferase, luminescence, MLPCN library. viability-normalised. inhibition, % at 12.6 µM. 350,000 tested, 0.67% active;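 active means mean inhibition of at least 50% after viability correction, with every replicate also passing that limit; inconclusive means mean reaches 50% but only one of two replicates passes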;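 further: firefly luciferase signal divided by Alamar Blue viability fluorescence both relative to DMSO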
DENV2 CPE – inhibitors of DENV2 cytopathic effect, primary screen, cell-based, plate reader, single concentration | AID 651640, 2012 | DENV2-infected cells, cytopathic effect rescue | CPE inhibition, % at 9.99 µM | 350,000 tested, 1.7% active; in the data active means CPE inhibition above about 20%, passing the limit was not always enough; inconclusive means no clear call, values can overlap the other calls; tested in BHK-21 cells;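 further: 0% = median of neutral control wells and 100% = median of positive control wells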
ARNT TACC3 PPI – disruptors of ARNT/TACC3 protein interaction, primary screen, biochemical, AlphaScreen, single concentration; inhibition, % at 9.99 µM; 390,000 tested, 0.66% active; Transforming acidic coiled-coil-containing protein 3 (Homo sapiens), Q9Y6A5; AlphaScreen His-ARNT PAS-B/GST-TACC3 binding, luminescence; TACC3 fragment carries E629A point mutation; AID 623870, 2012;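 active means mean inhibition of replicates at least 50% and at least half of replicates each reaching 50%; inconclusive means half or more replicates reach 50% but mean below 50%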;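 further: 0% = complete ARNT plus TACC3 wells and 100% = ARNT alone without TACC3; many hits fall short of the cut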
INS-1E GSIS act – GLuc luminescence reporter in INS-1E cells, primary screen for activators of glucose-dependent secretion of insulin | INS-1E GLuc reporter insulin secretion, 2-3 h | activation, % at 16.6 µM | 370,000 tested, 0.61% active | AID 743287, 2014;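 active means lowest replicate activation of at least 40%, so every replicate reaches that level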;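 further: 0% = median of neutral control wells and 100% = median of IBMX positive control wells; some compounds called inactive have numbers as strong as hits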
PAX8 reporter – inhibitors of PAX8-driven TPO luciferase reporter, primary screen, RMG-I cells, single concentration; SteadyGlo, 24 h; inhibition, % at 12.6 µM; 360,000 tested, 1.2% active;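 active means mean replicate inhibition at least 60% with every replicate also reaching 60%; inconclusive means only one of the two criteria is met; inactive means mean below 60% and not all replicates reaching 60%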;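 further: luciferase light reporting Pax8 driven TPO promoter activity; plate controls were median of neutral control wells for no effect and mitoxantrone controls for full effect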
* hit, by the source's call; ? = inconclusive; . = not tested or not shown.

Compound	XiGFP reactiv	INS-1E GSIS act	EWS-Fli inh	ARNT TACC3 PPI	DENV2 CPE	CFTR F508del cor	PAX8 reporter	ERp5 block
CCNC(=O)C[C@H]1CC[C@@H]2[C@H](COC[C@H](O)CN2Cc2ccncc2)O1	0.0	14	1	-16	-6	1.2	-22	-1
Cc1ccc(N(CC(=O)NCCSc2ccccn2)S(=O)(=O)c2ccc(F)cc2)cc1	0.0	-14	2	-1	-2	-2.7	25	1
CO[C@@H]1CN(C)C(=O)c2cc(NS(=O)(=O)c3ccccc3)ccc2OC[C@H](C)N(C)C[C@H]1C	0.1	0	-2	-7	21*	.	-2	2
COc1ccc(S(=O)(=O)N(C)C[C@@H]2Oc3ccc(NC(=O)Nc4c(C)noc4C)cc3CC(=O)N([C@H](C)CO)C[C@H]2C)cc1	0.6	4	-9	2	4	1.6	.	-2
CCN1CCN(c2ncnc3c2sc(=S)n3-c2ccccc2)CC1	0.3	4	3	4	1	0.0	1	-3
C[C@H]1CN([C@@H](C)CO)C(=O)c2cccc(NS(=O)(=O)c3ccc(F)cc3)c2O[C@H]1CN(C)Cc1ccc2c(c1)OCO2	-0.4	9	-15	-6	-2	1.9	-5	-3
CS(=O)(=O)NNC(=O)c1sccc1OCc1ncc(C(F)(F)F)cc1Cl	0.1	22	2	-2	4	-2.0	32	-7
COCc1nc2oc3ccccc3c(=O)c2cc1C(=O)OC	0.1	-3	-85	-11	9	0.5	-170	3
O=C(CCC(=O)N1CCCC1)N1CCCC1	0.6	-3	-4	0	-6	2.5	6	3
COCCN(C(=O)COC(=O)c1c(-c2ccccc2)noc1C)c1c(N)n(Cc2ccccc2)c(=O)[nH]c1=O	-0.1	-14	.	-2	.	-2.4	-8	-3
CCC(=O)Nc1ccc2c(c1)C(=O)N(C)C[C@H](OC)[C@@H](C)CN(C(=O)C1CCC1)[C@H](C)CO2	0.5	-14	-3	.	1	-2.5	.	-5
Cc1cc(C)nc(NS(=O)(=O)c2ccc(NC(=O)C3(c4ccccc4)CCCC3)cc2)n1	0.1	-13	.	1	.	.	-6	.
CCN(CC(=O)Nc1c(F)cccc1F)C(=O)c1cc(S(=O)(=O)NCc2ccccc2)ccc1C	0.1	-16	6	1	?	-2.9	-2	4
COc1ccccc1CNC(=O)C(NC(=O)c1ccc(C)cc1)C(C)C (configuration not stated)	-0.1	3	1	3	-2	-0.4	5	-2
CCCc1c(C(=O)N/N=C/c2ccncc2)nnn1-c1nonc1N	0.2	-3	6	-12	7	-0.1	7	0
O=C(COC(=O)CC1Sc2ccccc2NC1=O)NCc1ccccc1 (configuration not stated)	0.2	17	-3	3	-3	1.2	-2	1
C[C@H]1CN([C@@H](C)CO)S(=O)(=O)c2ccc(C3=CCCC3)cc2O[C@@H]1CN(C)S(C)(=O)=O	-0.5	-1	24	.	.	-0.2	.	.
COc1cc(CNc2ncnc3c2ncn3[C@H]2CN(Cc3ccncc3)C[C@@H](CO)O2)cc(OC)c1OC	0.1	.	6	.	?	-0.1	3	4
Cc1nn(CC(=O)NCc2cccc(F)c2)c(=O)c2cccn12	-0.1	13	-10	-5	-2	-1.0	5	2
CSc1ccccc1NC(=O)c1csc(C)c1	0.1	20	.	-1	8	-1.0	-23	2
O=C(O)/C(=C\c1ccco1)NC(=O)c1cccc2ccccc12	.	-17	2	.	?	-0.8	.	0
CC1C(=O)N(Cc2cn(CCC3OCCO3)nn2)CCS(=O)(=O)N1Cc1ccc(-c2ccc(F)cc2)cc1 (configuration not stated)	0.1	-3	1	.	5	-2.5	-10	3
COc1ccccc1CNS(=O)(=O)c1cc(C(=O)NCC2CCCO2)c(Cl)cc1Cl (configuration not stated)	0.0	.	-5	-19	-5	2.4	14	3
COc1ccccc1N(Cc1ccccc1)S(=O)(=O)c1cccc(C(=O)Nc2ccc(C(C)=O)cc2)c1	0.1	-4	.	-1	.	.	18	.
Cc1ccc(Cc2c(-c3cccc(Br)c3)nc3c4ccccc4ccn23)cc1	-0.1	8	-8	.	39*	-1.2	14	-2
CN(C)CC#Cc1ccc([C@@H]2[C@@H](CO)N3C(=O)CN(C(=O)c4ccc(F)cc4)C[C@@H]23)cc1	0.1	13	-5	.	-5	-0.6	-11	0
COc1cc(C(C)=O)ccc1OCC(=O)Nc1ccc(S(=O)(=O)N2CCCCC2)cc1	-0.1	-7	4	.	-10	0.3	10	-1
O=C(Cc1ccc(Cl)cc1)c1c[nH]c(C(=O)NCc2cccnc2)c1	0.0	-5	66*	-3	3	-1.7	-2	5
Cc1cccc(NC(=O)CNC(=O)Cn2cc(C(F)(F)F)cc(Cl)c2=O)c1C	0.0	-11	-10	0	-8	5.0	-7	-13
COc1ccc(C2CC(=O)C(c3ccc(C(F)(F)F)cc3)=CN2Cc2ccccc2)cc1 (configuration not stated)	0.6	2	0	.	?	-1.5	1	9
OCCN(CCO)Cc1ccc(Br)cc1	.	-6	-1	6	-2	-1.3	.	1
Cc1ccc(C(=O)N(C)CC(=O)Nc2ccc(F)c(F)c2F)o1	0.0	4	0	-4	0	1.5	13	2
CCOc1ccc(-n2nc3c(SCCN4CCCC4)nnc(C)c3c2C)cc1	0.0	.	2	6	?	-2.0	0	-5
C[C@H](CO)N1C[C@H](C)[C@H](CN(C)Cc2ccccc2)Oc2ccc(NS(=O)(=O)c3ccc(Cl)cc3)cc2C1=O	0.0	3	6	-3	-1	-2.2	15	-4
CCCCNC(=O)C12CCC(C)(C(=O)C1Br)C2(C)C (configuration not stated)	0.3	-2	.	-9	.	.	-4	.
CCOc1ccccc1NC(=O)NNS(=O)(=O)c1cc(OC)ccc1OC	0.1	18	1	-4	16	-0.2	8	3
OC[C@H]1CC[C@@H]2O[C@H](CCc3ccc(-c4ccccc4)cc3)[C@@H](n3cc(C4CC4)nn3)C[C@@H]2O1	.	.	3	.	53*	1.0	-21	3
CCCNC(=O)Nc1nnc(C2CC2)s1	0.0	-2	-4	.	7	.	2	4
O=C(CN1C(=O)C2CCCCN2C(=O)c2ccccc21)Nc1ccc(F)cc1 (configuration not stated)	-0.2	4	0	-1	8	1.6	-19	4
CN(CCN(C)C(C)(C)C)C(=O)C(c1ccccc1)c1ccccc1	-0.1	7	7	17	7	1.3	-7	1
CCOC(=O)c1cc(-c2cccc([N+](=O)[O-])c2)nc2[nH]c(=O)[nH]c(=O)c12	0.6	45	6	8	-4	4.4	8	-4
COc1cc(OC)cc(C(=O)NCCCCCCNC(=O)c2cc(OC)cc(OC)c2)c1	0.2	3	3	-3	3	2.0	13	1
CC1CCCCN1C(=O)c1ccccc1OC1CCN(S(C)(=O)=O)CC1 (configuration not stated)	-0.1	.	-16	-11	5	-1.0	-11	2
Cc1nc(Oc2ccc(S(=O)(=O)N3CCOCC3)cc2Cl)c2c3c(sc2n1)CCCC3	0.1	0	.	-9	.	.	-8	.
COC(=O)CCC(=O)Nc1sc(Cc2ccccc2)c(C)c1C(N)=O	0.0	-5	4	-5	0	-4.5	10	3
CCN(CC)CCNCc1cc(Cl)c(OCC(=O)Nc2ccccc2)c(OC)c1	-0.1	16	7	6	-1	0.3	6	7
CN(C(=O)c1ccc(NC(=O)Cc2ccccc2)cc1)c1ccccc1	-0.1	8	-15	0	10	1.8	-22	-8
COc1cc(OC)cc(C(=O)N[C@H](C(=O)N2CCc3ccccc32)C(C)C)c1	0.0	-13	.	-2	.	.	10	.
O=c1oc(CCO)cc2ccc(Br)cc12	-0.1	4	0	1	-8	-1.8	9	-2
C/C=C/c1cnc2c(c1)C(=O)N([C@@H](C)CO)C[C@@H](C)[C@@H](CN(C)C(=O)C1CCCCC1)O2	-0.9	12	-2	-7	8	2.0	.	6
Cc1ccc(S(=O)(=O)Nc2ccc3c(c2)C(=O)N([C@@H](C)CO)C[C@H](C)[C@@H](CN(C)C(=O)Nc2c(C)noc2C)OCCCC[C@H](C)O3)cc1	0.0	-7	-11	-8	-7	-0.1	0	-3
CSCC[C@H](NC(=O)c1cccnc1)c1nnc2ccccn12	0.0	5	-1	0	-2	3.7	-4	-3
COc1ccccc1-c1cccc(-c2nc(C(=O)N3CCCCC3)cc3c2[C@@H](CCO)N([S@](=O)C(C)(C)C)C3)c1	0.0	-23	0	-3	5	0.1	-7	1
CCN1CCN(Cc2ccc(NC(=O)c3cc(NC(=O)c4cncc(-c5ccc(C#N)cc5)c4)cc(OC)c3)cc2C(F)(F)F)CC1	0.6	23	48	0	-14	-4.5	108*	8
OC(CSc1ccccc1)CN1CCN(c2cccc(Cl)c2)CC1 (configuration not stated)	-0.1	0	-3	-2	-1	0.6	-8	-7
CCCc1cc(=S)n2c([nH]c3ccccc32)c1C#N	0.1	.	-7	4	-5	0.5	4	-6
Cc1ncc(CN=Cc2ccc(Cl)cc2)c(N)n1	0.2	8	15	-2	1	3.5	12	2
C[C@@H]1CN([C@@H](C)CO)S(=O)(=O)c2ccc(-c3cccc(C#N)c3)cc2O[C@@H]1CN(C)C(=O)c1ccccc1	0.1	-9	5	0	6	-0.7	35	4
CCCNC(=O)N(C)C[C@H]1Oc2cc(C#CCN(C)C)ccc2S(=O)(=O)N([C@@H](C)CO)C[C@@H]1C	-1.0	2	1	6	5	1.2	.	-9
COCC#Cc1cnc2c(c1)C(=O)N([C@@H](C)CO)C[C@H](C)[C@H](CN(C)C(=O)c1cnccn1)O2	0.5	23	-4	11	14	0.6	.	-5

(further entries)
Compound	XiGFP reactiv	INS-1E GSIS act	EWS-Fli inh	ARNT TACC3 PPI	DENV2 CPE	CFTR F508del cor	PAX8 reporter	ERp5 block
N=C1/C(=C/c2ccc(Br)o2)C(=O)N=C2SC(CC(=O)N3CCCC3)=NN12	0.1	3	15	-5	-2	-1.3	14	-6
O=C(C[n+]1cccc(CNC(=O)c2ccc(OC(F)F)cc2)c1)Nc1cccc(C(F)(F)F)c1	-0.2	12	.	10	.	.	58	.
COCCN(C(=O)Cc1ccc(S(=O)(=O)N2CCOCC2)s1)c1c(N)n(CC(C)C)c(=O)[nH]c1=O	0.3	-11	1	.	-1	-1.9	7	1
COc1ccc(-c2c(-c3ccccc3OC)sc3ccccc23)cc1C=O	0.0	.	-48	0	-2	2.0	-4	11
Cn1c(=NC(=O)c2ccc(S(=O)(=O)N3CCCc4ccccc43)cc2)sc2cc(S(C)(=O)=O)ccc21	0.1	-9	.	-11	.	.	-4	.
CCNC(=S)NNC(=O)c1cccn(Cc2ccc(Cl)cc2Cl)c1=O	.	-24	.	-25	.	.	-13	0
CN(C)C(=O)c1ccc(-c2ccc([C@H]3[C@@H](C#N)N(S(C)(=O)=O)[C@H]3CO)cc2)cc1	0.2	-2	-15	5	1	-0.6	-3	1
Cc1ccc(-c2cc(C(=O)Nc3cccnc3)c3ccccc3n2)o1	.	-20	-17	39	-7	-3.1	.	-3
